# High-throughput results deposited in PubChem by National Center for Advancing Translational Sciences (NCATS).
# 12-LOX inh: blocks human arachidonate 12S-lipoxygenase; purified 12hLO, xylenol orange hydroperoxide absorbance; 1.1% of 580,000 active; P18054; Potency, µM (doses to about 108 µM), for the others: top-dose activity change, negative = inhibition, hits mostly inhibitors; active = well fitted inhibition curve with a large enough effect; inconclusive = small, poorly fitted or top-dose-only effect, or another doubt; inactive = no such curve, though single readings can be large or run the other way
# Target sequence (P18054 whole entry, looked up): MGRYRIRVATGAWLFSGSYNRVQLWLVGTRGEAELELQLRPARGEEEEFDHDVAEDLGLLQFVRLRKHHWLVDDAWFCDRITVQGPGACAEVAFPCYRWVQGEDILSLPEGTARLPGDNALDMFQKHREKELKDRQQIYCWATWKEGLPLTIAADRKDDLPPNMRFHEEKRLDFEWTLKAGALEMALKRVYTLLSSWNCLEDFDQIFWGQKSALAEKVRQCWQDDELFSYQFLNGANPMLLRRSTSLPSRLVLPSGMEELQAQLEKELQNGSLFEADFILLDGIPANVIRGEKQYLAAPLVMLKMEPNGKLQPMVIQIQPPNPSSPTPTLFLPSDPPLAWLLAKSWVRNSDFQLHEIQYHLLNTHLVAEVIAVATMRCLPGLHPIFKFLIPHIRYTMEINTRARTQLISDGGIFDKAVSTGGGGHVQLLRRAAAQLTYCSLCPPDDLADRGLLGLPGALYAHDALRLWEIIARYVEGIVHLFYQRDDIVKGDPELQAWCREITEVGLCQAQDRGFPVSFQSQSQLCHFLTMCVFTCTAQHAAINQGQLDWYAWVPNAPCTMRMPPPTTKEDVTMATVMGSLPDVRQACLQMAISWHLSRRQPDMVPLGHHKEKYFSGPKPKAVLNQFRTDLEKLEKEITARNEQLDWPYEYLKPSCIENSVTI
#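 Purified human 12hLO at 150 nM in 25 mM Hepes, 0.01% Triton X-100, pH 7.0, preincubated 15 min at room temperature with compound. Reaction started with 40 uM arachidonic acid, 30 min at room temperature. Hydroperoxide measured by Fe-xylenol orange, 573/405 nm absorbance ratio.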
# An asterisk follows results filed as active; ? = inconclusive; [ ] = another dose, or the depositor's remark. % is set by controls: 0 for no effect and ±100 for the full control effect; potency is the fitted concentration of half-maximal effect.
12-LOX inh,structure
34%[activator],COc1ccc(C2Cn3nnc(-c4noc(-c5ccco5)n4)c3CO2)cc1 (centres undefined)
?,CC1(C)C(=O)N(CCOc2ccccc2)[C@H]2CN(Cc3ccc4c(c3)CCO4)C[C@@H]2[S+]1(=O)[O-]
55%[activator],Cc1cccc(OCCc2noc(C3CCN(C(=O)NCc4ccccc4)C3)n2)c1 (centres undefined)
37%,Cc1nc(-c2cccc(Cl)c2)n(CC(=O)NC(C)C)c(=O)c1CCO
-6%,CCCn1c(=O)[nH]c(=O)c2c1nc(-c1ccc(OC)cc1)n2CCOC
-17%,C[C@H](O)[C@@H]1C(=O)N2CCc3c([nH]c4cccc(-c5ccccc5)c34)[C@@H]2C[C@@H]1N(C)C(=O)NC1CCCCC1
21%,COc1ccc(-c2c(C)c3cc(OS(=O)(=O)c4ccc(C)cc4)ccc3oc2=O)cc1
-23%,COc1ccc2nc(C)c(C(=O)N(C)CC34CC5CC(CC(C5)C3)C4)cc2c1
36%[activator],CN(C)c1nc2c(c(=O)[nH]1)CCN(Cc1ccc(F)cc1Cl)CC2
0%[176 µM],CCCCCCCCCCCCCCC

# Next section
12-LOX inh,structure
32%,Cc1ccnn1CCC(=O)N1CCC2(CC1)c1nc[nH]c1CCN2CC(C)C
7%,C[C@H](C(=O)NCCN1CCOCC1)C1CC[C@@]2(C)Cc3sc(CS(=O)(=O)C(C)(C)C)nc3[C@@H](C)[C@@H]2[C@H]1O (some centres undefined)
1%[6.33 µM],O=C1N(C2CCN(Cc3ccc(C(F)(F)F)cc3)CC2)Cc2cccn21
?,COCCNC(=O)[C@H]1C[C@H](Oc2cccnc2)CN1C(=O)Nc1cccc(F)c1
-7%,Cc1noc(-c2cn(C3CCN(C(=O)c4cccc(Cl)c4)CC3)nn2)n1
-19%,CC(NCc1ccccc1)C(=O)C12CC3CC(CC(C3)C1)C2 (centres undefined)
69%[activator],O=C(CN1CCCCCC1)NCC12CCCC=C1NC(=O)CC2 (centres undefined)
20%,Cc1ccc(NC(=O)CN(C)c2nc(CN3CCOCC3)nc3sc(C)c(C)c23)cc1
-12%,C=CCOc1ccc(Cl)cc1CNCc1ccccc1
2%,COc1ccccc1OCc1nc(C#N)c(NCc2ccc3c(c2)OCO3)o1

# Next results.
12-LOX inh,structure
40µM*,Cc1cc(/C=C(\C#N)c2cccc(C(F)(F)F)c2)c(C)n1C
28µM*,COCCN1C[C@H]2CN(Cc3ccc(C(=O)O)cc3)CCN2C1=O
-22%,CCN(C(=O)Cn1nc(C)c2ccccc2c1=O)c1nc2ccccc2s1
5%,Cc1ccccc1C(=O)NC(C(=O)NC(C)C(C)C)C1CCN(C(=O)c2cccs2)CC1 (centres undefined)
26%,O=C1CCN(C(=O)C2CCN(C(=O)Cc3c[nH]c4ccccc34)CC2)CCCCCCN1
-16%,Cc1ccc(-c2cnc(SCC(=O)Nc3ccc(Br)cc3)o2)cc1C
-32%,CCCNC(=O)C12CC3CCC(CC(C3)C1)C2
-21%,Cc1n[nH]c(C)c1S(=O)(=O)Nc1ncn(Cc2ccc(F)cc2Cl)n1
11%,Cc1nc(-c2cnccn2)n(CC(=O)Nc2cccc(C#N)c2)c(=O)c1C
36%[activator][176 µM],CN1C(=O)CO[C@H](c2ccc(NC(=O)CCc3ccccc3)cc2)[C@H]1CO

# Following part
12-LOX inh,structure
?,CN(Cc1nc2ccccc2n1C(F)F)S(=O)(=O)c1cc(Cl)ccc1Cl
22%[176 µM],Cn1ccnc1CN[C@@H]1CO[C@H](CNC(=O)c2ccc(F)cc2)[C@H]1O
30%,CCn1nc(CC(C)C)cc1C(=O)NCC1CCCN(Cc2ccco2)C1 (centres undefined)
?,COc1cc(C(=O)/C=C/c2ccc(Cl)cc2)ccc1OCC(=O)O
?,CCOP(=O)(OCC)c1nc(-c2ccc(Cl)cc2)oc1NCc1ccco1
?,Cc1cc(C)cc(C(=O)C(C#N)C(=O)c2cccs2)c1 (centres undefined)
10%,Cc1ccccc1Cc1c(C)nc2c(C(=O)N3CCC(Cc4nncn4CC4CC4)CC3)cnn2c1C
4%,CCOc1cc(C(=O)Nc2ccc(OC)c(OC)c2)nc2ccc(Cl)cc12
11%,COc1cccc(C(=O)COC(=O)C2CC(=O)N(c3cc(C)ccc3C)C2)c1 (centres undefined)
?,COc1ccc(-c2cc(C[C@H]3CNCC[C@H]3CC(=O)NCCN(C)C)no2)cc1

# (more compounds)
12-LOX inh,structure
9%,COc1ccc(OCC(=O)N2CCC3(CC2)N=C(c2ccc(C)cc2)NO3)cc1
?,COc1ccc(-c2nc(C#N)c(N3CCN(C)CC3)o2)cc1OC
-30%,COc1ccc(CN(C(=O)c2cc(=O)c3cc(Cl)ccc3o2)C2CCS(=O)(=O)C2)cc1 (centres undefined)
-1%,CCOc1ccc(NC(=O)N2c3ccccc3CC2c2nc(C3CC3)no2)cc1 (centres undefined)
-64%,NC(=S)N/N=C/c1cccc(Cl)c1
32µM*,Cc1oc2cc(OCC(=O)O)ccc2c(=O)c1Oc1ccccc1Br
17%,NS(=O)(=O)c1cccs1
102%[activator],COc1cccc(CC2(CO)CCCN(c3ccc(-c4nccn4C)nn3)C2)c1 (centres undefined)
?,CC(=O)N(Cc1ccccc1)Cc1cc2cccc(C)c2[nH]c1=O
5%,CC1=C(NC(=O)c2ccc(Cl)cc2)C(c2c[nH]c3ccccc23)n2ncnc2N1 (centres undefined)

# Further compounds
12-LOX inh,structure
40%[activator],O=C1CCCN1CCCN1C(=O)[C@H]2CN(Cc3ccc(F)cc3Cl)C[C@H]2C1=O
?,CCCCCc1ccc(C(=O)CCN(C)C)cc1
52%,Cn1ccnc1-c1nccn1CC(CO)Cc1ccsc1 (centres undefined)
7%,O=C1NCCOCCN(C(=O)c2ccc3ccccc3n2)[C@H]2CCC[C@@H]12
-6%,Cc1ccc(CC(=O)N2CCCC(c3noc(COc4ccccc4)n3)C2)cc1 (centres undefined)
-23%,Cc1ccc2nc(-c3ccc(O)cc3)c(C)c(C(=O)O)c2c1
-5%,Cc1ccc(NC(=O)C(C#N)=C2CCC(C(C)(C)C)CC2)cc1 (centres undefined)
-17%,COc1ccc(C2=NN(c3nc(C)cs3)C(c3ccccc3)C2)cc1 (centres undefined)
-3%,CCC1(C)Cc2c(sc3nnn(CC(=O)Nc4cccc(Cl)c4)c(=O)c23)CO1 (centres undefined)
1%,C=CCNC(=O)C(NC(=O)c1ccc(OC)cc1)C1CCN(C(=O)c2ccccc2C)CC1 (centres undefined)

# Further results:
12-LOX inh,structure
3%[176 µM],Cc1ccccc1CN1CCc2nc(C(=O)Nc3ccccc3)oc2CC1
26%,CCC1(C(=O)Nc2ccc(OC)cc2)CCCCC(=O)N1 (centres undefined)
1%,COc1ccccc1OCCNC(=O)CC1=C2CCCCC2N(Cc2ccccc2)C1=O (centres undefined)
79%[activator],O=C(Nc1cccc(-c2nnc3n2CCCC3)c1)c1cc(C2CC2)[nH]n1
168%[activator],OCC1CN(c2ncccn2)CC12CCN(Cc1cccc3[nH]ccc13)CC2 (centres undefined)
10%,Fc1ccc(N2CCN(Cc3ccc4c(c3)CN(Cc3cccn3-c3cccnc3)CCO4)CC2)cc1
21%,Cc1noc(C)c1S(=O)(=O)N1CCC(c2noc(-c3cnccn3)n2)C1 (centres undefined)
-6%[57.4 µM],C=C1[C@H](n2cnc3c(=O)[nH]c(N)nc32)C[C@H](O)[C@H]1CO
0%,Cc1c(C(C)NC(=O)c2ccc(=O)[nH]c2)cnn1-c1cccc2ccccc12 (centres undefined)
-9%,CCOc1ccc(C2c3cc(OC)c(OC)cc3CC(=O)N2c2ccc(C(=O)OC)cc2)cc1 (centres undefined)

# Further entries:
12-LOX inh,structure
2%,CC(=O)c1c(C)nn(CCC(=O)N2CCC3(CC2)[C@H](O)C[C@@H]3O)c1C
15%,COCc1nc(C2CCCN(C(=O)c3ccccc3OC)C2)no1 (centres undefined)
2%,CCOC(=O)C1CCCN(S(=O)(=O)c2cc(-c3nc(-c4ccc(Cl)cc4)no3)sc2C)C1 (centres undefined)
26%,COc1ccc(NC(=O)NCCc2noc(C3CC3)n2)c(C)c1
-23%,CCC(C)C(NC(=O)C(C)NC(=O)CNC(=O)OCc1ccccc1)C(N)=O (centres undefined)
?,FC(F)(F)c1cccc(NC(=S)NCCC(c2ccccc2)c2ccccc2)c1
17%,COc1cccc(C(=O)NC2CCN(c3cnn(CC4CC4)c(=O)c3)CC2)c1
2%,O=C(CN1CCCC1c1ccc2c(c1)OCCCO2)Nc1ccccc1F (centres undefined)
32%[activator],CCn1c(CN2CCN(c3nc4ccccc4s3)CC2)nnc1C1CC(N)C1 (centres undefined)
16%,O=C(NCc1cccs1)C1CCc2sc(C(=O)N3CCCCCC3)cc2C1 (centres undefined)

# Continuation:
12-LOX inh,structure
68%[activator],CCn1c(C2CCCN(S(=O)(=O)c3cccc4nonc34)C2)nn(C)c1=O (centres undefined)
?,COc1ccc(C=O)cc1OCc1c(F)cccc1Cl
?,CCN(CC)c1ccc(NC(=O)c2ccc(S(=O)(=O)Nc3ccccc3C)cc2)cc1
?,CCOC(=O)c1ccc(N2CCN(CC)CC2)c(NC(=O)COc2ccc(CC)cc2)c1
36%[activator],CCOC(=O)C1(Cc2ccc(F)cc2F)CCCN(C(=O)Cn2nc(C)cc2C)C1 (centres undefined)
?,CC1=C2C(=O)CC(c3ccc(F)cc3)CC2=Nc2ccccc2N1 (centres undefined)
?,COc1ccc(C)cc1Nc1nc(N)c(C(=O)c2ccc(Br)cc2)s1
23%,CC(C)CC(=O)NCCC1CCN(C(=O)Nc2ccc(F)cc2F)CC1
43%,COC(=O)c1occc1/C=C/C(=O)c1ccc(C#N)cc1
-4%,CC(C)(C)c1ccc(C(=O)N2CCN(c3cc(C(F)(F)F)ncn3)CC2)cc1

# Next part
12-LOX inh,structure
-12%,CC(C)CC(=O)N1CCCCCCNC(=O)[C@@H]2CCCC[C@@H]21
?,CN(C)c1ccc(-c2nnnn2[C@H]2CO[C@H]3[C@@H]2OC[C@@H]3NS(=O)(=O)c2ccc3ccccc3c2)cc1
-5%,CCOC(=O)c1c(C)[nH]c(C(=O)CSc2nncn2C)c1C
69%[activator],C[C@@H](NC(=O)[C@@]1(O)C[C@@H](O)[C@H](O)[C@@H](NS(=O)(=O)c2cccc(C(F)(F)F)c2)C1)C(N)=O
51%[activator][176 µM],Fc1ccccc1-c1nnc([C@H]2CCN(Cc3cccc(OC(F)(F)F)c3)C2)o1
?,CCc1ccccc1NC(=O)Nc1cn(CC(C)C)c(=O)c2ccccc12
-2%,COCCCNC(=O)CN1CCN(CC=C(C)C)CC1
18%[176 µM],O=C(C[C@@H]1CCNC[C@@H]1Cc1cc(COc2ccccc2)on1)NC1CCCCC1
90%[activator],COCCN1CCCCCC(O)c2cc(C(=O)NCCc3ccncc3)ccc21 (centres undefined)
1%,Fc1nc(F)c(F)c(Sc2nc3ccccc3s2)c1F

# Next structures follow:
12-LOX inh,structure
8%,CCn1cc(S(=O)(=O)N2CCC(c3noc(-c4ccccc4)n3)C2)cn1 (centres undefined)
4%[176 µM],COc1ccccc1-c1cn2c(n1)CO[C@@H](CNC1CCOCC1)C2
31%[activator],COc1ccccc1OCCNC(=O)[C@H]1CCC[C@H]1NC(=O)c1cnc(C)cn1
-5%,CCCc1ccc(C(=O)N(CC#N)C2CC2)cc1
16%,Cc1cc(CN2CCN(Cc3nc(C(C)C)no3)CC2)on1
-7%,CC(C)CC(=O)Nc1nonc1-c1ccc(Br)cc1
1%,O=C(Nc1ccccc1)c1nnc(CSCC(=O)N2CCN(c3ccccc3)CC2)s1
6%[6.33 µM],O=C(c1ccccc1)N1CCC(c2nnc3n2C(C(=O)N2CCOCC2)CC3)CC1 (centres undefined)
11%,O=C(c1ccccn1)N1CCC2(CC1)NC(=O)N(Cc1ccc(Cl)cc1)C2=O
14%,Cc1cnc(C(=O)NCC2CCCCC(=O)N2)cn1 (centres undefined)

# (next part)
12-LOX inh,structure
48%[activator],CCOC(=O)CCNC(=O)c1ccc(Br)cc1Cl
6%,COc1ccc(CNC(=O)C2CCN(C(=O)c3cc4c(=O)[nH]c(C)cn4n3)CC2)cc1
14%,O=C(O)[C@@H]1CN(C(=O)CCCc2cn[nH]c2)C[C@H]1c1ccc2c(c1)OCO2
4%,CCn1ccc(C(=O)Nn2c(C)nc3sc4c(c3c2=O)CCC(C)C4)n1 (centres undefined)

# Gathered by group, the compounds so far containing an NH in an aromatic ring
12-LOX inh,structure
-6%,CCCn1c(=O)[nH]c(=O)c2c1nc(-c1ccc(OC)cc1)n2CCOC
-17%,C[C@H](O)[C@@H]1C(=O)N2CCc3c([nH]c4cccc(-c5ccccc5)c34)[C@@H]2C[C@@H]1N(C)C(=O)NC1CCCCC1
36%[activator],CN(C)c1nc2c(c(=O)[nH]1)CCN(Cc1ccc(F)cc1Cl)CC2
32%,Cc1ccnn1CCC(=O)N1CCC2(CC1)c1nc[nH]c1CCN2CC(C)C
26%,O=C1CCN(C(=O)C2CCN(C(=O)Cc3c[nH]c4ccccc34)CC2)CCCCCCN1
-21%,Cc1n[nH]c(C)c1S(=O)(=O)Nc1ncn(Cc2ccc(F)cc2Cl)n1
?,CC(=O)N(Cc1ccccc1)Cc1cc2cccc(C)c2[nH]c1=O
5%,CC1=C(NC(=O)c2ccc(Cl)cc2)C(c2c[nH]c3ccccc23)n2ncnc2N1 (centres undefined)
79%[activator],O=C(Nc1cccc(-c2nnc3n2CCCC3)c1)c1cc(C2CC2)[nH]n1
168%[activator],OCC1CN(c2ncccn2)CC12CCN(Cc1cccc3[nH]ccc13)CC2 (centres undefined)
-6%[57.4 µM],C=C1[C@H](n2cnc3c(=O)[nH]c(N)nc32)C[C@H](O)[C@H]1CO
0%,Cc1c(C(C)NC(=O)c2ccc(=O)[nH]c2)cnn1-c1cccc2ccccc12 (centres undefined)
-5%,CCOC(=O)c1c(C)[nH]c(C(=O)CSc2nncn2C)c1C
6%,COc1ccc(CNC(=O)C2CCN(C(=O)c3cc4c(=O)[nH]c(C)cn4n3)CC2)cc1
14%,O=C(O)[C@@H]1CN(C(=O)CCCc2cn[nH]c2)C[C@H]1c1ccc2c(c1)OCO2

# Some of the compounds tested; count on the stated rates, not on these rows.
